# Screening results (PubChem BioAssay)
# PfHsp90 yeast 2 – reduces growth (ATP signal) of yeast expressing P. falciparum Hsp90; S. cerevisiae expressing PfHsp90, BacTiter-Glo ATP, 48 h; yeast lacking PDR1 and PDR3 efflux regulators; inhibition, % at 9.4 µM; hit rate 0.32% among 310,000; AID 504621;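 active = every replicate shows inhibition above about 80%, whatever the replicate mean, limit read from the data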;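 note: 0% = DMSO neutral controls and 100% = 20 µM radicicol positive controls; yeast relying on Plasmodium falciparum Hsp90 in place of its own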
# OPRM1-OPRD1 ag – agonists of human mu-delta opioid receptor heterodimerization. P35372+P41143. cells, OPRM1-OPRD1 heterodimerization, luminescence. activation, % at 9.3 µM. hit rate 0.3% among 340,000; in the data active = activation above about 18%;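 note: 0% = vehicle-treated cells and 100% = reference agonist; values of inactives mirror those of a sister screen read the other way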
# HTR5A inv ctr – HTR5A inverse agonism, opioid heterodimer counter-screen; P47898; HTR5A cell line, luminescence; hit rate 0.083% among 340,000; inhibition, % at 9.3 µM; in the data active = inhibition mostly above about 23%, no sharp cut-off; inactive = mostly below about 18%;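 note: 0% = cells with DMSO and 100% = no-cell wells with DMSO; some compounds called inactive have numbers as strong as hits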
# PKA-R1A act – activates the PKA-R1A holoenzyme complex; P00514+P68181; PKA-R1A dissociation, Cy5-IP20 fluorescence polarization; scaled: DMSO 0%, 113 µM cGMP 100%; activation, % at 11.4 µM; hit rate 0.083% among 340,000;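 active = percent activation above the mean of all tested compounds plus 3 SD, cut at about 19% in these data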;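 note: higher means more PKAc released from R1A so a rise in polarization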
# Pemphigus Ab inh – inhibitors of pemphigus antibody binding to human desmoglein-3 | binding (percent of control), % at 10 µM | hit rate 0.48% among 310,000 | DSG3-coupled beads, scFv-anti-DSG3-GFP binding, flow cytometry; stronger effect = lower value | P32926;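 active = binding more than 3 SD below its plate's average and above zero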; note: some compounds called inactive have numbers as strong as hits
# Target sequence (P32926 whole entry, looked up): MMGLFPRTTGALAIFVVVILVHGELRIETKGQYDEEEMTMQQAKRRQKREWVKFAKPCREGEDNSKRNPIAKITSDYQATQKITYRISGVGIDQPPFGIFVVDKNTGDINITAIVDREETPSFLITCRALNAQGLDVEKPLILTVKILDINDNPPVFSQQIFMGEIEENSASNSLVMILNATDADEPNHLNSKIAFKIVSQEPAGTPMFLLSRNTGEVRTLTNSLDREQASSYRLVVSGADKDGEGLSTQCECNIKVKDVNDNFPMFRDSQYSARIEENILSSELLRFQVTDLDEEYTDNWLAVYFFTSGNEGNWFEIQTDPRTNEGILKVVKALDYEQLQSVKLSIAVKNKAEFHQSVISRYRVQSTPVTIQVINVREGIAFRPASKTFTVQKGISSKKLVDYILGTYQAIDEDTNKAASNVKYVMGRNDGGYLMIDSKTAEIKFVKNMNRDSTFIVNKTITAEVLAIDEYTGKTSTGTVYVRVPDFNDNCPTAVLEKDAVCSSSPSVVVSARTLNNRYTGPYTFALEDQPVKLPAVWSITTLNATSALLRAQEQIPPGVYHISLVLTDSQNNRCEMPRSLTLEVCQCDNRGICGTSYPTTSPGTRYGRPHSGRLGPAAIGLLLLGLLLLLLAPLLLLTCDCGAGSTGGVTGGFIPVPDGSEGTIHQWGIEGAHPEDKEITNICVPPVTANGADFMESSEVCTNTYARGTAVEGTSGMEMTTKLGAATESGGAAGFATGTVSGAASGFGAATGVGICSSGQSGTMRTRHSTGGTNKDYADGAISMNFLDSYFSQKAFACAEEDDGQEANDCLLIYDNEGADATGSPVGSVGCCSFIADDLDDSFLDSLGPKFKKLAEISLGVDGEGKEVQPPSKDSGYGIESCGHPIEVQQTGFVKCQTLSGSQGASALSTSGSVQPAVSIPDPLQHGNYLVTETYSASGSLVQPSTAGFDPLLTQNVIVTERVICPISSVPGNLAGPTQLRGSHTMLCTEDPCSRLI
# MOR-DOR inv ag – mu-delta opioid heterodimer inverse agonism | P35372+P41143 | cell-based MOR-DOR heterodimer luminescence | inhibition, % at 9.3 µM | hit rate 0.21% among 340,000; in the data active = inhibition above about 22%, passing the limit was not always enough;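 note: 0% = cells with DMSO and 100% = wells without cells with DMSO; values of inactives mirror those of a sister screen read the other way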
# AddAB inh – less growth of phage-infected E. coli with AddAB; inhibition, % at 11.9 µM; hit rate 0.29% among 330,000; AID 435030; E. coli expressing H. pylori AddAB, absorbance growth; in the data active = inhibition above about 12%;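 note: 0% = vehicle wells of infected cells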
# E coli growth – counter-screen for AddAB inhibitors: E. coli growth inhibition; E. coli V3065 growth, OD600 absorbance, 18 h; inhibition, % at 11.9 µM; hit rate 0.27% among 330,000;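 active = inhibition above the campaign's mean inhibition across all tested compounds plus 3 SD, cut at about 9.9% in these data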;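 note: uninfected addAB+ strain grown without phage in ampicillin broth; 0% = DMSO wells and 100% = ciprofloxacin 0.95 µg/ml wells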
# HTR5A ag – HTR5A agonism, opioid heterodimer counter-screen. P47898. activation, % at 9.3 µM. HTR5A agonist assay, luminescence, cell-based. hit rate 0.61% among 340,000; in the data active = activation mostly above about 9.5%, no sharp cut-off; inactive = mostly below about 7.6%;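 note: 0% = cells with vehicle only and 100% = reference agonist; strong numbers were not always called active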
# phage Ecoli inh – E. coli growth loss with phage present; inhibition, % at 11.9 µM; hit rate 0.26% among 360,000; growth absorbance; in the data active = inhibition above about 11%
# Mot1-301 SUMO – blocks SUMOylation pathway, rescuing yeast Mot1-301 growth; hit rate 1% among 320,000; AID 2716; S. cerevisiae Mot1-301 growth rescue, ATP luminescence, 38.5C; percent above DMSO median, 100 means doubled; growth rescue, % at 18.8 µM;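 active = every valid replicate shows activation above 250% relative to neutral control wells; inactive = the rest, any valid replicate at or below 250%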;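 note: OY570 slx delta 5 strain wells were the positive control but not used for scaling; some compounds called inactive have numbers as strong as hits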
# * marks the source's active call; other numbers are inactive results; i = inactive; x = not tested or not shown.
compound,MOR-DOR inv ag,OPRM1-OPRD1 ag,HTR5A ag,Mot1-301 SUMO,Pemphigus Ab inh,PKA-R1A act,HTR5A inv ctr,AddAB inh,PfHsp90 yeast 2,E coli growth,phage Ecoli inh
C/C(=N\NC(=O)CN1CCN(c2ccc(F)cc2)CC1)c1ccco1,15,-3.1,7,-15,x,-5,-19,2.9,33,0.2,1.2
FC(F)Oc1ccc(/C=N/NC(=S)Nc2cc(C(F)(F)F)ccc2Cl)cc1,8,-1.4,-2,249,101,-12,4,2.0,4,0.8,0.6
COc1ccc(CCNC(=O)c2nn(C)c3c2CS(=O)(=O)c2ccccc2-3)c(OC)c1,6,-1.1,1,0,x,-4,-6,1.7,5,-1.6,2.5
CN(NC(=O)COc1ccccc1)C1=NS(=O)(=O)c2ccccc21,-1,0.2,2,-3,102,5,-2,-0.8,-2,-0.8,0.8
COc1ccc(N2CCCC2)c(NC(=O)COc2ccccc2)c1,-6,0.9,1,1,92,-7,-2,3.5,-5,1.7,2.4
O=C(CCC(=O)c1cccs1)NNC(=O)c1ccccc1O,18,-3.4,-2,-14,95,-14,5,-1.2,x,1.1,2.7
O=C(O)CN(Cc1ccccc1)S(=O)(=O)c1ccc2c(c1)OCCO2,12,-2.3,0,-15,84,8,0,-0.2,31,-0.2,5.5
O=C(O)/C=C/c1cn(Cc2ccccc2)nc1-c1ccc(Cl)cc1,11,-2.3,-1,10,102,-5,1,6.0,3,1.5,0.3
O=C(CSc1nnc(-c2ccncc2)o1)NCc1ccccc1,-28,3.9,7,-22,103,3,-19,-0.4,5,-3.9,0.6
COc1cccc2c1C(=O)c1c(O)c3c(c(O)c1C2=O)C[C@@](O)(C(=O)CO)C[C@@H]3O[C@H]1C[C@H](N)[C@H](O)[C@H](C)O1,-16,3.0,4,-37,x,-14,-14,4.1,23,4.0,1.6
CCn1c(COc2cccc3cccnc23)nnc1SCC(=O)OC,12,-2.0,-4,346,90,-11,7,0.2,-18,-0.6,1.9
COc1ccc(C(CNS(=O)(=O)c2ccc(C)cc2)N2CCN(C)CC2)cc1 (centres undefined),-15,2.3,1,5,103,-8,-3,3.7,30,2.8,1.8
Cc1cccc(-n2nc(C(=O)Nc3ccccc3)n3c(=O)cc(-c4ccccc4)nc23)c1,3,-0.5,1,164,98,-1,-41,-1.1,15,2.7,2.8
O=C(NC1CC2CCCC(C1)N2S(=O)(=O)c1ccccc1)c1ccccc1 (centres undefined),-19,3.3,1,3,107,-5,-4,2.8,x,-0.9,3.0
CCn1c(SCC(=O)c2ccc(Cl)s2)nnc1-c1cccs1,3,-0.6,0,0,102,-7,0,0.5,-1,-0.4,3.6
COc1cc(C(=O)N2CCc3ccccc32)cc(OC)c1OC,15,-3.0,5,12,104,-2,7,0.5,1,-0.2,-0.6
OCC[C@@H]1C[C@H](O)[C@@H](O)[C@]2(CCc3ccccc3O2)O1,17,-3.0,0,323,105,1,15,1.8,-7,-0.3,1.0
COc1ccc(CN(C(=O)c2ccccc2OC)C2CCS(=O)(=O)C2)cc1 (centres undefined),20,-3.9,5,5,102,1,-7,2.6,-34,1.5,2.4
CCCCCCCC(=O)Nc1cc(C(=O)NCc2ccc(C)cc2)ccc1N1CCC2(CC1)CC(c1cccc(Br)c1)=NO2,11,-1.9,1,-12,103,-4,6,0.6,-10,-0.2,3.2
O=C(Nc1cccn(Cc2c(Cl)cccc2Cl)c1=O)c1c(Cl)cccc1Cl,-2,0.5,0,3,96,0,10,0.3,x,1.0,2.8
O=C(NCc1nc2ccccc2[nH]1)C1=C[C@@H](c2ccc(C(F)(F)F)cc2)C[C@@H](OCc2ccc(CO)cc2)O1,10,-1.7,-1,-16,101,-1,-27,4.0,4,0.2,4.8
O=C1NC(=O)C2(COC3(CCCC3)OC2)S1,-5,0.8,10,-4,x,-8,-26,-0.6,-2,-2.7,1.5
COc1cc(OC)cc(C(=O)N/N=C/c2ccc(OC)c(COc3ccc4ccccc4c3)c2)c1,5,-1.1,2,7,x,-2,-6,0.9,-5,0.6,2.7
COc1ccc(Nc2nc(-c3cccc([N+](=O)[O-])c3)nc3ccccc23)c(OC)c1,9,-1.6,0,1,130,2,-7,3.6,10,-0.2,2.5
O=C(CSc1n[nH]c(=O)[nH]c1=O)N/N=C/c1ccccc1,9,-1.5,-4,-4,104,-7,15,0.2,-16,-0.8,2.9
CCCC(=O)Nc1ccc(N2CCCCC2)cc1,15,-3.7,-1,81,x,8,3,2.6,30,-0.9,-1.8
Cc1c(Cc2ccccc2)sc(NC(=O)C(C)(C)C)c1C(N)=O,-1,0.1,-4,x,104,-12,5,2.9,-6,-0.2,1.6
CC(NC(=O)CN1C(=O)NC2(CCc3ccccc32)C1=O)c1ccccc1 (centres undefined),14,-3.2,2,x,96,-19,-6,-0.1,-7,1.8,3.3
Cc1ccc(C(C)NC(=O)c2ccncc2)c(C)c1 (centres undefined),9,-1.7,14,10,108,-5,1,-1.0,9,0.0,1.4
CC1(c2nnc(-c3cccc(Cl)c3)o2)CC(c2ccccc2)=NO1 (centres undefined),6,-1.1,-3,34,104,1,7,4.1,13,-3.4,2.2

# Next section.
compound,MOR-DOR inv ag,OPRM1-OPRD1 ag,HTR5A ag,Mot1-301 SUMO,Pemphigus Ab inh,PKA-R1A act,HTR5A inv ctr,AddAB inh,PfHsp90 yeast 2,E coli growth,phage Ecoli inh
O=c1oc2ccccc2cc1C1=Nn2c(nnc2-c2cccnc2)SC1,10,-1.8,0,6,105,-3,15,0.5,23,-1.2,1.4
COc1ccc(S(=O)(=O)N2CCOC2CNC(=O)C(=O)NCCc2ccc(OC)c(OC)c2)cc1 (centres undefined),5,-1.0,0,-3,103,-9,0,-0.3,-12,-0.9,-0.4
O=C(NCCO)/C(=C\c1ccco1)NC(=O)c1cccs1,0,-0.1,5,-7,104,-1,-12,5.8,10,2.5,1.5
Cc1cc(NC(=O)COC(=O)C2CC(=O)N(c3ccc(C)c(Cl)c3)C2)no1 (centres undefined),0,-0.1,0,1,104,2,0,2.0,-3,0.1,-0.7
COc1ccc(NC(=O)c2oc3ccccc3c2NC(=O)c2ccco2)cc1,-8,1.5,2,-2,102,-3,11,0.1,4,0.3,3.0
O=C(NCCNc1ccc([N+](=O)[O-])cc1C(F)(F)F)c1cccc(F)c1,-9,1.8,14*,-31,94,5,6,11,-13,2.8,3.9
Cc1c(C(=O)N2CC[C@@H](N3CCC(O)CC3)[C@H](O)C2)[nH]c2ccc(Cl)cc12,13,-2.4,3,2,116,3,-10,-1.1,-7,0.1,-0.2
CC(C)NS(=O)(=O)c1ccc(CCC(=O)NCc2ccc3c(c2)OCO3)cc1,-1,0.1,-2,-24,101,-4,4,2.5,-17,-2.5,1.2
Cc1ccc(S(=O)(=O)NCc2ccc3c(c2)cc(C)n3C)cc1,11,-1.9,-7,28,71*,-12,21,2.2,2,-1.3,1.7
O=C(CN1CCN(S(=O)(=O)c2ccccc2)CC1)Nc1ccccc1C(=O)NC1CC1,21,-5.4,2,181,104,-12,-6,1.3,13,-4.9,0.1
Cc1nnc(SCC(=O)N2CC(=O)Nc3ccccc32)n1Cc1ccccc1,14,-2.5,4,-20,95,-11,34,2.4,7,-1.0,1.6
CCCCCC1C(C(=O)OCC)C(=O)NC1(C(=O)OCC)C(=O)OCC (centres undefined),0,-0.1,0,x,96,4,0,x,2,x,6.7
CCN(CC)S(=O)(=O)c1ccc(N2CCOCC2)c(NC(=O)c2cc(Cl)c3c(c2)OCO3)c1,-4,1.1,5,9,105,-4,-12,1.3,-28,1.9,2.4
CCOc1cc(C(=O)Nc2cnccn2)cc(OCC)c1OCC,10,-1.8,3,-6,108,-5,-27,2.6,-7,0.0,2.0
CC1=NN=C(c2ccccc2)C(c2c[nH]c3ccccc23)N1O (centres undefined),10,-1.9,0,-5,127,-5,21,1.4,4,-0.3,4.5
Cc1noc(C)c1S(=O)(=O)Nc1ccc2c(c1)C(=O)N([C@H](C)CO)C[C@H](C)[C@@H](CN(C)C(=O)Nc1ccc3c(c1)OCO3)O2,5,-1.1,-2,x,99,2,6,3.9,-11,0.0,3.5
COC(=O)C1CCN(C(=O)CN2C(=O)NC(CCc3ccccc3)C2=O)CC1 (centres undefined),-3,0.6,0,379,103,-6,1,2.5,-17,-1.5,0.9
COc1ccc(C[C@@H]2CN3C(=NC[C@@H]3C)N2C[C@H](C)NC(=O)c2ccc(C)c(Br)c2)cc1,-53,9.2,9,-9,109,3,-27,2.1,-19,-0.3,-1.6
CSc1ncccc1C(=O)Nc1ncc(C)s1,12,-2.6,-2,-12,104,7,8,0.7,14,-1.4,1.5
O=S(=O)(c1ccc(Cl)c(NC(=S)Nc2ccccc2N2CCOCC2)c1)N1CCOCC1,13,-2.7,-1,-20,86,2,3,0.2,-10,-0.4,0.6
O=C(N/N=C/c1cccc(O)c1)c1ccc(COc2ccc3c(c2)CCC3)o1,-14,3.4,5,-1,x,-17,-13,4.8,16,-1.4,2.4
N#Cc1cc2c(=O)n3ccccc3nc2n(CCCN2CCOCC2)c1=O,5,-0.9,-1,i,x,-8,-6,1.9,x,0.3,2.0
Cc1ccc(S(=O)(=O)N/N=C\c2cn(CC(N)=O)c3ccccc23)cc1,18,-3.5,-3,0,104,-4,8,1.6,-3,-0.8,0.6
CCOc1ccc(CN(C)C(=O)c2cc(S(=O)(=O)N3CCCC3)ccc2C)cc1,3,-0.9,-7,165,101,-13,16,-0.8,-9,-1.7,-0.1
COc1ccccc1OCC(=O)Nn1c(=S)[nH]c2ncccc2c1=O,17,-3.3,-2,6,118,-1,3,0.0,14,0.1,3.7
COc1ccc(CN2CCN(c3ccccc3OC)CC2)cc1OC,-2,0.5,-4,i,117,-9,15,2.0,2,2.2,0.6
CCn1c(COc2cccc(C)c2)nnc1SCC(=O)NC1CCCC1,5,-1.0,11,12,92,0,-30,2.7,-9,-1.8,0.9
Cc1cc(C)n(-c2ccc(C(=O)NCC(c3ccco3)N3CCCC3)cc2)n1 (centres undefined),-14,2.6,-3,19,114,-2,9,-0.4,-8,3.0,-0.8
O=C(COC(=O)C12CC3CC(CC(O)(C3)C1)C2)N1CCN(S(=O)(=O)c2ccc(Cl)cc2)CC1,15,-2.6,1,-9,94,-1,-14,2.3,21,-3.1,-2.5
Cc1ccc(NC(=O)NC(=O)N(c2ccccc2)S(C)(=O)=O)cc1,13,-2.2,3,-9,107,1,1,1.6,x,0.6,3.2
Cc1cc(C(=O)NNC(=O)c2ccc(C)c([N+](=O)[O-])c2)c(C)o1,24,-4.9,2,x,95,-5,13,x,-5,x,0.2
